Source: PubChem (National Center for Advancing Translational Sciences (NCATS))
S2 tox = viability counter-screen for ATXN expression inhibitors; S2 cells (HEK-293 line with an ATXN2-luciferase reporter) viability, CellTiter-Fluor protease fluorescence, 24 h; Potency, µM (top dose mostly 56.7 µM), actives largely listed as cytotoxic; 400,000 tested, 0.49% active; AID 651635; note: potency is the fitted concentration of half-maximal effect; nearly all actives have a fitted effect of over 40% in size
HepG2 tox = kills HepG2 cells in TGF-b inhibitor counter-screen; Potency, µM (titrated, usually from 46.1 µM), for inactives: top-dose activity change, negative = cytotoxicity, usual class: cytotoxic; 410,000 tested, 0.76% active; AID 588856; HepG2 CAGA-GFP viability, ATP luminescence, 18 h; note: potency is the fitted concentration of half-maximal effect; some results filed as inactive show a strong effect at the top dose
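CellTiter-Glo luminescence gave cytotoxicity after 18 hours at 37 degrees C. The cells were HepG2 CAGA-GFP in 1% FBS DMEM, stimulated with 500 pg/mL TGF-beta after compound addition. %Activity was normalised to no-cell wells (complete cell-killing) and DMSO (no toxicity), and curves were fitted and classified.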
A549 viability = counter-screen for Nrf2 inhibitors: cytotoxicity in A549 cells. A549 ARE-Fluc cells, CellTiter-Fluor viability, 18-24 h. Potency, µM (titrated, usually from 46 µM), inactives show at the highest dose activity change, negative = cytotoxicity, most hits filed as inhibitors. 390,000 tested, 0.16% active. AID 504648; note: potency is the fitted concentration of half-maximal effect; % is set by controls: 0 for no effect and ±100 for the full control effect
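Cytotoxicity counterscreen: CellTiter-Fluor fluorescence was measured in A549 ARE_Fluc cells after 18-24 h of compound exposure in a concentration series. The subsequent BugLite luminescent read reports ARE-luciferase activity.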
Nrf2 activator = Nrf2 pathway activation; AREc32 ARE-luciferase reporter (MCF7-derived line), luminescence, 24 h; Potency, µM (series often up to 46.1 µM), inactives show at the highest dose activation, most hits filed as activators; 410,000 tested, 0.31% active; AID 624171; note: potency is the fitted concentration of half-maximal effect; % of control where 0% means no effect; nearly all actives have a fitted effect of over 65% in size
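Reporter line AREc32 (ARE-Fluc), seeded overnight in OPTI-MEM with 5% FBS; compound pin-transferred, 24 hr at 37 deg C, 5% CO2; luminescent read-out.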
TGFb SMAD3 inh = inhibitors of TGF-b signaling | HepG2 CAGA-GFP TGF-b/SMAD3 reporter, GFP fluorescence, 18 h; TGF-beta stimulated, 500 pg/mL final | Potency, µM (top dose mostly 46.1 µM), without a hit: top-dose activity, negative = inhibition, usual class: inhibitors | 410,000 tested, 1.2% active; note: potency is the fitted concentration of half-maximal effect; % is set by controls: 0 for no effect and ±100 for the full control effect; nearly all actives have a fitted effect of over 65% in size
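HEPG2 CAGA-GFP reporter cells (1000/well, DMEM with 1% FBS) received compounds, then recombinant TGF-beta at 500 pg/mL final for 18 hours at 37 degrees C. Per-cell GFP summed per well was normalised to unstimulated and stimulated DMSO controls before curve fitting.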
Akt phos inh = inhibitors of Akt phosphorylation; Neuro2A IGF-stimulated pAkt S473 HTRF, 20 min; hits give low values; activity change, % for hits at 50 µM; 360,000 tested, 0.32% active; in the data active = activity change below about -80%; inconclusive = mostly about -51% to -80%; note: % is set by controls: 0 for no effect and ±100 for the full control effect
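Single-point screen (50 µM final compound) in Neuro2A cells stimulated 20 min with 6 nM IGF at 37 deg C. After lysis, Ser473-phosphorylated Akt read by HTRF (ex 330 nm, em 615/665 nm) as the 665/615 ratio.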
Nrf2 inh = blocks Nrf2 signaling; A549 ARE-Fluc reporter, luciferase luminescence, 18-24 h; Potency, µM (highest dose often 46 µM), without a hit: at the top dose activity change, negative = inhibition, actives largely listed as inhibitors; 360,000 tested, 2.1% active; note: potency is the fitted concentration of half-maximal effect; % is set by controls: 0 for no effect and ±100 for the full control effect; nearly all actives have a fitted effect of over 60% in size
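Cells were seeded and rested 2 h, then exposed to compounds for 18-24 h. CellTiter-Fluor was read first as a viability measure. BugLite was added 15 min before the final luminescent read of ARE-luciferase activity in A549 cells.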
Mm-Cpn inhibitor = inhibitors of Methanococcus maripaludis chaperonin (MmCpn) | Potency, µM (top dose mostly 76.9 µM), without a hit: at the highest dose activity, negative = inhibition, actives largely listed as inhibitors | purified Mm-Cpn ATPase, ADP Transcreener TR-FRET | AID 504842 | 330,000 tested, 0.031% active; note: potency is the fitted concentration of half-maximal effect; % is set by controls: 0 for no effect and ±100 for the full control effect; nearly all actives have a fitted effect of over 80% in size
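Purified archaeal chaperonin (25 nM final) was preincubated with compound for 10 min at 37°C, then ATP (10 uM final) was added for 30 min at 37°C in Tris pH 7.4/KCl/MgCl2/DTT buffer. ADP was quantified by HTRF Transcreener TR-FRET.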
CCT chaperon mod = cytosolic chaperonin activity modulation; purified chaperonin ATPase assay, HTRF ADP detection, 30 min; activity change, % (test concentration not listed), hits read low; 360,000 tested, 0.3% active; AID 651819; in the data active = activity change below about -30%; note: % is set by controls: 0 for no effect and ±100 for the full control effect
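Enzyme 40 or 20 nM (batch-dependent) in Tris pH 7.4/KCl/MgCl2/DTT; cpd 76 uM single point; ATP 10 uM; 30 min 37 °C; Transcreener ADP HTRF detection, 30 min RT; ratio 665/615.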
An asterisk follows results filed as active; i = inactive; ? = inconclusive; · = not tested or not shown; [ ] = remark or other dose. Unless noted, calls come from the whole dose curve; as a rule, active = well fitted curve in the direction sought with a large enough effect; inconclusive = small, poorly fitted or top-dose-only effect, or another doubt; inactive = no such curve, though single readings can be large; an effect the other way counts as inactive or inconclusive.

SMILES	S2 tox	HepG2 tox	A549 viability	Nrf2 activator	TGFb SMAD3 inh	Akt phos inh	Nrf2 inh	Mm-Cpn inhibitor	CCT chaperon mod
C=CC(O)(C#CCN(CC)CC)c1ccccc1 (stereo unspecified)	i	-12%	11%	0.0%	0%	i	3%	2%	-0.2
CC(=O)NC(Cc1ccc(F)c(F)c1)C(=O)NC1CCN(c2nnnn2-c2ccccc2)CC1 (stereo unspecified)	i	19%	2%	-0.6%	4%	i	10%	0%	-0.4
Oc1ccc(C2C(c3ccccc3)=NN=C(c3ccc(Cl)cc3)N2O)c(O)c1 (stereo unspecified)	i	-23%	1%	6.6%	?	i	?	1%	-1.7
Cc1c(N(C(=O)Cc2cccs2)C2(C(=O)NC3CCCC3)CCCCC2)c(=O)n(-c2ccccc2)n1C	·	7%	1%	0.3%	8%	i	1%	1%	0.8
CNC(=O)CCn1nc(-c2ccccc2)c2ccccc2c1=O	i	-3%	-2%	-0.3%	?	i	6%	-1%	-2.3
O=C(Nc1ccc(O)c(-c2nc3ccccc3o2)c1)C1(c2ccc(Br)cc2)CCCC1	i	-13%	-1%	0.1%	?	i	7%	0%	-2.5
CCCCSC1=C(C#N)C(c2ccccc2C)CC(=O)N1 (stereo unspecified)	i	-33%	-2%	-0.8%	12%	i	-14%	0%	0.1
CCOc1ccccc1NC(=O)C1CCN(C(=O)C2CC(=O)N(c3ccc(C)cc3)C2)CC1 (stereo unspecified)	i	-12%	0%	-0.5%	13%	i	1%	0%	-0.9
CCOC(=O)C1CCN(C(=O)c2cc(S(=O)(=O)N3CCOCC3)ccc2C)CC1	i	17%	0%	0.3%	2%	i	5%	-1%	0.8
CCCCNC(=O)c1ccc2nc(CC)c(N(CCC(C)C)CCN(C)C)n2c1	i	-18%	·	0.3%[9.22 µM]	6%	i	·	·	0.8
CC(C)c1ccc(NC(=O)C2C3C=CC4(O3)C2C(=O)N(CCCN2CCCCC2)C4C(=O)NC2CCCCC2)cc1 (stereo unspecified)	i	2%	-8%	0.6%	-15%	i	2%	2%	0.9
CCOC(=O)c1c(C)[nH]c(C)c1S(=O)(=O)N1CCCC(C(=O)Nc2cccc(CC)c2)C1 (stereo unspecified)	i	-34%	-8%	4.1%	?	·	-16%	·	·
CCCN(CCC)CCCNC(=O)CNC(=O)c1nn(-c2ccc(OC)cc2)c(=O)c2ccccc12	i	-1%	0%	0.2%	8%	i	?	1%	2.2
COc1cc(OC)c(N(C)C(=O)c2sc3nc4n(c(=O)c3c2C)CCCCC4)cc1Cl	·	5%	15%	-0.5%	-25%	·	5%	·	·
O=c1c2sccc2n(Cc2cccc(F)c2)c(=O)n1-c1ccc(F)cc1	i	2%	13%	0.2%	-13%	i	-8%	0%	0.1
O=C(NC(=S)Nc1ccc(Br)cn1)c1cncc(Br)c1	i	-94%	2%	0.3%	?	?	8%	0%	-1.6
COc1ccc2c(O)c(-c3c(C)cc(C)cc3C)c(=O)[nH]c2c1	i	-33%	2%	0.6%	-3%	i	-7%	·	-1.0
CC(C)(CCC(=S)N1CCOCC1)c1ccccc1	i	-3%	3%	3.8%	0%	i	2%	·	0.3
CCCCn1nnnc1C(c1cc2ccccc2o1)N(C)Cc1ccc(Cl)cc1 (stereo unspecified)	i	·	·	-0.1%	·	i	·	·	1.1
CN(C(=O)Cn1c(=O)n(CCCS(=O)(=O)C2CCCCC2)c(=O)c2ccccc21)c1ccccc1	i	-11%	-9%	-1.0%	-5%	·	-4%	·	·
CC/S(CC1CC1(Cl)Cl)=N\S(=O)(=O)c1ccc(C)cc1 (stereo unspecified)	i	7%	-12%	-0.8%	-9%	i	·	1%	-1.0
Nc1ccc(-c2nc3ncccc3o2)c(O)c1	i	-3%	-6%	?	8%	i	3%	-5%	-2.4
O=c1c2ccccc2nc2n1CCC2	?	17%	-1%	-0.2%	-27%	i	10%	-8%	-2.0
CC(=O)c1cccc(-c2ccnc3c2CC(C(=O)NCc2cccs2)O3)c1 (stereo unspecified)	?	8%	·	0.3%	?	i	·	·	-0.8
Cc1c(Cl)c(-c2n[nH]c(=S)n2-c2ccccc2)nn1C	i	-10%	-4%	1.0%	33%[activator]	i	-3%	-16%	1.1
SMILES	S2 tox	HepG2 tox	A549 viability	Nrf2 activator	TGFb SMAD3 inh	Akt phos inh	Nrf2 inh	Mm-Cpn inhibitor	CCT chaperon mod
O=C(c1ccco1)N(Cc1nc2ccccc2c(=O)[nH]1)C1CCCC1	i	8%	0%	2.3%	1%	i	-12%	2%	-2.8
CCOc1ccc(NS(=O)(=O)c2ccc3[nH]cc(C(=O)N4CCCCCC4)c(=O)c3c2)cc1	i	6%	10%	0.4%	-1%	·	?	·	·
C=CCn1c(C)cc(C(=O)CN2C(=O)c3ccccc3S2(=O)=O)c1C	i	-7%	5%	-2.9%	-16%	i	0.65µM*	1%	-2.1
O=C(CCS(=O)(=O)c1ccc(Cl)cc1)NCCc1c[nH]c2ccccc12	i	-9%	4%	0.0%	-10%	i	-27%	-1%	-0.1
O=C(NNc1cccc(Cl)n1)C(F)(F)F	i	2%	-14%	0.6%	4%	i	-19%	-8%	1.2
Cc1nc2c(C(=O)NCc3ccco3)cnn2c(C)c1Cc1ccc(F)cc1Cl	i	-12%	-19%	4.5%	-5%	i	?	0%	-0.1
Cc1ccc(-c2nnc(-c3cccc(Br)c3)o2)cc1	i	-6%	10%	?	2%	i	?	1%	2.3
COc1ccc(-c2c3c(cc(C)[n+]2[O-])oc2ccc(OC)cc23)cc1	?	-12%	?	4.2%	-17%	i	?	1%	1.5
COc1cccc(-c2nc(SCc3cccc(Br)c3)n3[nH]c(=O)cc3n2)c1	i	11%	8%	-0.8%	-6%	·	?	·	·
Cc1nc(-c2cccc(S(=O)(=O)N3CCOCC3)c2)cs1	i	-47%	14%	0.1%	7%	i	9%	?	-2.1
Cc1ccccc1CN(c1ccc(C(N)=O)cc1)S(C)(=O)=O	i	-22%	·	-0.3%	9%	i	0%	0%	0.6
CC(=O)Nc1cccc(-c2ccnc3c2CC(C(=O)Nc2ccc4c(c2)OCO4)O3)c1 (stereo unspecified)	?	-8%	·	-0.3%[9.22 µM]	-6%	i	·	·	-1.6
COC(=O)NCC(c1cccnc1)N1CCN(c2ccccc2OC)CC1 (stereo unspecified)	i	5%	-3%	3.4%	12%	i	-23%	1%	-0.7
O=C(N/N=C/c1ccc2c(c1)OCO2)c1ccc(NC(=O)c2ccc(F)cc2)cc1	i	-1%	8%	0.5%	-7%	i	?	-4%	-1.1
COc1ccccc1N1CCN(C(=O)CSc2nc(-c3ccc(C(C)C)cc3)no2)CC1	?	-25%	18%	2.4%	?	·	-2%	·	·
COc1ccc(Cl)cc1S(=O)(=O)n1nnc2ccccc21	i	-14%	1%	-0.1%	11%	i	-11%	-1%	-3.0
COCCNC(=O)CCCn1c(=O)c2ccccc2n(CC(=O)NCCC2=CCCCC2)c1=O	i	-1%	-5%	3.8%	0%	i	10%	-1%	2.0
O=C(CSC1=Nc2ccccc2C2=NC(Cc3c[nH]c4ccccc34)C(=O)N12)NC1CCCCC1 (stereo unspecified)	i	-3%	-5%	2.2%	-9%	i	22%	2%	-4.1
Cc1nc(C(=O)NCCC(C)C)sc1C1(C)CC(c2ccccc2)=NO1 (stereo unspecified)	i	-47%	-1%	0.8%	-12%	i	-10%	-4%	-0.4
COC(=O)C(Cc1ccccc1)NC(=S)NC(=O)c1ccccc1 (stereo unspecified)	i	22%	5%	0.1%	-1%	i	7%	0%	-0.3
CN(C)/C(=N\OC(=O)c1ccccc1)c1nonc1N	i	-18%	-2%	0.0%	-7%	i	16%	1%	0.4
O=C(CN1CCN(Cc2ccc(Cl)cc2)C1=O)NCCCN1CCOCC1	i	-7%	1%	-0.9%	-9%	i	-8%	-1%	-4.6
CN(C)n1cnc2ccsc2c1=O	i	1%	-3%	0.3%	9%	i	2%	3%	-5.3
O=C(Cc1ccc(Cl)cc1)Nc1ccc(S(=O)(=O)Nc2ncccn2)cc1	i	7%	-9%	-0.2%	-1%	i	5%	0%	-4.2
COc1cccc(-n2c(=O)c3sc4ccccc4c3n(CC(=O)Nc3ccccc3C)c2=O)c1	?	-15%	-17%	0.1%	?	·	-14%	·	·

Among those listed so far, two contain two or more sulfur atoms:
SMILES	S2 tox	HepG2 tox	A549 viability	Nrf2 activator	TGFb SMAD3 inh	Akt phos inh	Nrf2 inh	Mm-Cpn inhibitor	CCT chaperon mod
CC/S(CC1CC1(Cl)Cl)=N\S(=O)(=O)c1ccc(C)cc1 (stereo unspecified)	i	7%	-12%	-0.8%	-9%	i	·	1%	-1.0
Cc1nc(-c2cccc(S(=O)(=O)N3CCOCC3)c2)cs1	i	-47%	14%	0.1%	7%	i	9%	?	-2.1

(listing goes on)
SMILES	S2 tox	HepG2 tox	A549 viability	Nrf2 activator	TGFb SMAD3 inh	Akt phos inh	Nrf2 inh	Mm-Cpn inhibitor	CCT chaperon mod
CCOc1ccc(S(=O)(=O)Nc2ccc(C(=O)NNC(=O)c3ccncc3)cc2)cc1	i	19%	0%	-1.3%	-8%	i	-2%	-1%	-0.1
Cc1nc(SCc2ccccc2C)n[nH]1	i	5%	0%	-0.6%	3%	i	28%	1%	0.6
COc1ccc(-n2ncc3c(N4CCCCC4)ncnc32)cc1	i	-46%	3%	-4.7%	0%	i	·	-2%	-3.1
O=C(c1ccco1)N1CCN(C(=O)c2ccc(CS(=O)c3ccc(F)cc3)o2)CC1 (stereo unspecified)	i	-14%	0%	-0.6%	-12%	i	-7%	-4%	-4.5
COc1ccc(OC)c(/C=C/C(=O)N(C)CC(=O)Nc2ccc(N3CCOCC3)cc2)c1	i	-37%	0%	0.3%	3%	i	-4%	-3%	-7.5
C/C(=N\OC(=O)c1cccc(C)c1)c1sc(-c2ccccc2)nc1C	i	0%	0%	0.5%	11%	i	?	1%	-0.3
